ssDAF-12 act = S. stercoralis DAF-12 nuclear receptor activators, primary screen, cell-based, luminescence, HEK293, GRIP1 co-expression, lit1-tk-luc. Nuclear hormone receptor DAF-12 (Strongyloides stercoralis). actives 1% (n = 370,000). activation, % at 6.8 µM. HEK293 ssDAF-12/GRIP1 lit1-tk-luc reporter; % of 3 µM dafachronic acid response;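 active = activation above the mean over all tested compounds plus 3 SD, cut at about 0.9% in these data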;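 also: 0% = DMSO-only wells and 100% = 3 µM delta7-dafachronic acid wells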
NPR2 activator = human GC-B receptor activators, primary screen, HEK293 GC-B cells, cGMP TR-FRET, EC30 CNP | 0% at EC30 CNP, 100% saturating CNP | activation, % at 10 µM | actives 0.11% (n = 370,000) | AID 1920062, 2024;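 active = activation at 10 µM reaching about 35% in either raw or pattern-adjusted values, limit read from the data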
hgDAF-12 ag = H. glycines DAF-12 receptor agonists, primary screen, cell-based, luminescence, HEK293, GAL4 fusion, UAS-luciferase | Nuclear hormone receptor DAF-12 (Heterodera glycines), GAL4 fusion | HEK293 GAL4-hgDAF12 UAS-luciferase reporter, agonist luminescence; normalized to butyrate control | activation, % at 6.8 µM | actives 1.8% (n = 370,000);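 active = activation above a cutoff set at the mean of all screened compounds plus 3 SD, cut at about 10% in these data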;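 also: 0% = DMSO wells and 100% = sodium butyrate wells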
DAX1 inh-1 = DAX1 (NR0B1) inhibitors, primary screen, cell-based, HEK293, Gal4-DAX1, luciferase luminescence | AID 504766, 2011 | HEK293 Gal4-DAX1 luciferase reporter | Nuclear receptor subfamily 0 group B member 1 (Homo sapiens), P51843 | inhibition, % at 6.75 µM | actives 0.99% (n = 340,000);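 active = inhibition above the mean over all tested compounds plus 3 SD, cut at about 4.2% in these data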;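 also: 0% = DAX1-transfected cells with DMSO and 100% = empty-vector control cells with DMSO; inhibition shows as a rise in luminescence from relieved DAX1 repression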
SMARCA2 act = SMARCA2 (BRM) function activators, primary screen, cell-based, luminescence, high throughput. MG213 cells, MMTV-luciferase reporter, dexamethasone, overnight. activation, % at 9.1 µM. actives 1% (n = 370,000). AID 652017, 2013; in the data active = activation above about 7.8%;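 also: 0% = vehicle wells and 100% = reference activator wells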
DAX1 inh-2 = DAX1 (NR0B1) inhibitors on StAR promoter, primary screen, cell-based, luminescence, SF-1 (NR5A1), full-length DAX-1; AID 652010, 2013; actives 1.1% (n = 370,000); HEK293T StAR-luciferase reporter, SF-1/DAX-1 repression relief; inhibition, % at 6.8 µM;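 active = inhibition above the mean over all tested compounds plus 3 SD, cut at about 3.6% in these data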;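 also: 0% = DAX-1 cells with DMSO and 100% = cells lacking DAX-1 with DMSO; higher inhibition means more luminescence from relief of DAX-1 repression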
GC-A act = GC-A stimulated cGMP production enhancers – HEK293 GC-A cells, cGMP TR-FRET, EC30 ANP, primary screen | Atrial natriuretic peptide receptor 1 (Homo sapiens), P16066 | 0% at EC30 ANP, 100% saturating ANP | activation, % at 10 µM | actives 0.14% (n = 370,000) | AID 1671463, 2021; in the data active = activation above about 40%
Target sequence (P16066 whole entry, looked up): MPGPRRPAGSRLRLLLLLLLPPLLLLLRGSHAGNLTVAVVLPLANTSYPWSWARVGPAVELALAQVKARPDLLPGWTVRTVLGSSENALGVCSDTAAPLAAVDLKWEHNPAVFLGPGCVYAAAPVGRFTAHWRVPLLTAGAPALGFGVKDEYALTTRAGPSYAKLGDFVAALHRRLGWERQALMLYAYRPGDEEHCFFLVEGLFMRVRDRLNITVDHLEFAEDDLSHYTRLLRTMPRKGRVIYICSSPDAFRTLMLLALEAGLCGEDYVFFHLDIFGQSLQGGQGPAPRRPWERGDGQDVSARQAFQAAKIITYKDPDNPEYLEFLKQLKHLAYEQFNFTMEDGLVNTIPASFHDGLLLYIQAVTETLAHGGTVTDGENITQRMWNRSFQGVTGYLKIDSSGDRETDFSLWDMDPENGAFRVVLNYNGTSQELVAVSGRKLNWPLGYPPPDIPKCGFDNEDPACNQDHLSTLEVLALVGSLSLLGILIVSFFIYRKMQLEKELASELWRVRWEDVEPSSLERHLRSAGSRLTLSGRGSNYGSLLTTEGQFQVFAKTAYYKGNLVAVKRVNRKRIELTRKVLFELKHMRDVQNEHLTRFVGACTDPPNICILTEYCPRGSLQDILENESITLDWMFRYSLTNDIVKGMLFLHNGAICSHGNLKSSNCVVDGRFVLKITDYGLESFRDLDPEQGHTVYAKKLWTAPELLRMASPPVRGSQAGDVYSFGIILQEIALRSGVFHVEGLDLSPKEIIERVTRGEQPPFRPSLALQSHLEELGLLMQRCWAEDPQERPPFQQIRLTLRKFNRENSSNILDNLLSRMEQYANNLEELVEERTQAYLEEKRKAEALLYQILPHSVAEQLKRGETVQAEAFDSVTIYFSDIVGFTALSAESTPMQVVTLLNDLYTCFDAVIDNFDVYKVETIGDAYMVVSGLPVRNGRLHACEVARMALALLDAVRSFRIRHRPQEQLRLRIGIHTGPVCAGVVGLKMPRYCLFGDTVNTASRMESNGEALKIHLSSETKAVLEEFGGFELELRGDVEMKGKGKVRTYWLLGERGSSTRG
proKLK7 act = proKLK7 zymogen activators, primary screen, biochemical, fluorescence intensity; purified proKLK7, EDANS-DABCYL substrate fluorescence; 100% is mature enzyme control, 0% vehicle; Kallikrein-7 (Homo sapiens), P49862; AID 652039, 2013; actives 0.9% (n = 370,000); activation, % at 7 µM;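 active = activation above the mean of all tested compounds plus 3 SD, computed per campaign excluding outliers beyond control limits, cut at about 13% in these data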
HGIII-sPLA2 inh = human group III sPLA2 inhibitors, primary screen, biochemical, QFRET, BODIPY PC-A2 liposome substrate | QFRET BODIPY PC-A2 liposome hydrolysis, fluorescence | Group 3 secretory phospholipase A2 (Homo sapiens), Q9NZ20 | AID 743126, 2013 | inhibition, % at 12.2 µM | actives 0.56% (n = 370,000);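 active = inhibition above mean plus 3 SD of compounds lying within the high and low control bounds, cut at about 19% in these data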;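 also: 0% = median of test compound wells and 100% = no enzyme DMSO wells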
hcDAF-12 act = H. contortus DAF-12 nuclear receptor activators, primary screen, cell-based, luminescence, HEK293, lit1-tk-luc reporter | activation, % at 6.8 µM | HEK293 hcDAF-12 lit1-tk-luc reporter; 0% DMSO, 100% Δ7-dafachronic acid | AID 652067, 2013 | actives 1.4% (n = 370,000);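 active = activation above the mean of all tested compounds plus 3 SD, cut at about 5.5% in these data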;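 also: 100% = response to 3 µM Δ7-dafachronic acid high control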
FXN GAA850 act = FXN promoter activators, primary screen, cell-based, luciferase luminescence, HEK293 lucGAA850 | HEK293 lucGAA850 FXN promoter luciferase reporter, 24 h; percent of 10 µM SAHA response | activation, % at 6 µM | AID 540364, 2011 | actives 0.56% (n = 360,000);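 active = activation above the average of all compounds screened plus 3 SD, cutoff fixed separately per campaign, cut at about 7.5% in these data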;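 also: 0% = DMSO wells and 100% = 10 µM SAHA wells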
* = called active by the depositor; x = no result given; & = joins results of further samples; ! = not active in a repeat.

SMILES	ssDAF-12 act	NPR2 activator	hgDAF-12 ag	DAX1 inh-1	SMARCA2 act	DAX1 inh-2	GC-A act	proKLK7 act	HGIII-sPLA2 inh	hcDAF-12 act	FXN GAA850 act
O=C(Nc1ccc(F)c(Cl)c1)c1ccc2nc([C@@H]3O[C@H](CO)[C@H](O)[C@H](O)[C@H]3O)[nH]c2c1	-1.6	4	3.6	x	0	2.1	1	0.4	3	1.3	-0.2
Cc1n[nH]c(C)c1CCC(=O)N/N=C/c1c[nH]c2ccccc12	2.1*	0	0.8	1.1	-3	1.0	-1	-0.5	-1	6.1*	2.0
CCOCCCN(CCC#N)S(=O)(=O)c1ccc(S(=O)(=O)N2CCCC2)cc1	-2.1	-1	-1.1	2.5	0	0.8	5	0.8	-3	-1.2	-1.7
COc1ccccc1NC(=O)NCCCl	-1.7	0	1.0	1.0	-3	0.1	-3	-0.4	-3	-1.4	-2.9
Cc1ccnc(SCC(=O)O)n1	-1.4	5	-0.1	1.4	-1	-0.6	-2	0.0	-1	-0.8	-2.8
CN(Cc1ccccc1)c1nc2c(c(=O)[nH]c(=O)n2C)n1CCOc1ccccc1	-1.6	-5	-0.7	-0.5	-3	-0.1	2	-1.0	-11	-1.6	2.0
CCN(CC)CCNS(=O)(=O)c1ccc2[nH]cc(C(=O)O)c(=O)c2c1	-1.4	5	2.8	-0.1	3	-0.7	-2	-8.7	-5	-1.1	-0.6
CCCc1cc(=O)[nH]c(SCC(=O)Nc2cc(S(=O)(=O)N(CC)c3ccccc3)ccc2Cl)n1	-0.2	0	-0.2	-0.1	-2	-1.2	0	-0.4	-25	0.0	1.8
COc1ccc(S(=O)(=O)N2CCN(Cc3cccc(OC)c3)CC2)cc1	-0.6	1	-0.2	-0.1	0	-0.1	-5	-0.2	-8	-0.5	0.9
O=C1NC[C@H](CCCCN2C[C@H](Cc3ccc(O)cc3)N(CCC3CCCCC3)C(=O)C2=O)N(CC2CCCCC2)C1=O	-0.4	1	-3.1	x	0	-0.9	6	0.1	-8	-1.4	x
COc1ccc(S(=O)(=O)N2CCCCC2)cc1NC(=O)CCCNC(=O)c1ccc(Cl)cc1	-1.3	-9	-2.6	-0.7	-2	-1.3	-7	0.4	-3	-1.3	1.7
CC(=O)Nc1nc(Cn2nnc(-c3ccc4c(c3)OCO4)n2)nc(N(C)C)n1	-1.3	2	0.6	-1.1	-3	-0.2	2	0.3	3	1.6	0.5
COc1cc2c(cc1OC)C(C)N(C(=S)NC(=O)c1ccccc1)CC2 (stereo unspecified)	-1.9	-1	-3.8	-1.3	-5	-1.1	1	3.1	18	-2.7	-0.1
CCOC(=O)N1CCN(C(=O)CSc2ccc3nnc(-c4cccnc4)n3n2)CC1	-2.4	-3	-1.3	1.7	-1	-0.7	1	3.4	-5	-2.0	-1.3
COC(=O)c1ccc(COC(=O)CSCC(=O)Nc2ccc(C)cc2C)cc1	-1.3	1	0.5	0.0	5	-1.0	-4	0.4	-7	-1.6	2.8

Reformatted as labelled records: 2 of the compounds above
Cc1ccnc(SCC(=O)O)n1
  ssDAF-12 act = -1.4
  NPR2 activator = 5
  hgDAF-12 ag = -0.1
  DAX1 inh-1 = 1.4
  SMARCA2 act = -1
  DAX1 inh-2 = -0.6
  GC-A act = -2
  proKLK7 act = 0.0
  HGIII-sPLA2 inh = -1
  hcDAF-12 act = -0.8
  FXN GAA850 act = -2.8
CN(Cc1ccccc1)c1nc2c(c(=O)[nH]c(=O)n2C)n1CCOc1ccccc1
  ssDAF-12 act = -1.6
  NPR2 activator = -5
  hgDAF-12 ag = -0.7
  DAX1 inh-1 = -0.5
  SMARCA2 act = -3
  DAX1 inh-2 = -0.1
  GC-A act = 2
  proKLK7 act = -1.0
  HGIII-sPLA2 inh = -11
  hcDAF-12 act = -1.6
  FXN GAA850 act = 2.0

Next part:
SMILES	ssDAF-12 act	NPR2 activator	hgDAF-12 ag	DAX1 inh-1	SMARCA2 act	DAX1 inh-2	GC-A act	proKLK7 act	HGIII-sPLA2 inh	hcDAF-12 act	FXN GAA850 act
COc1ccc2[nH]cc(CCNC(=O)Cn3cc(C)c(=O)[nH]c3=O)c2c1	-0.7	2	-1.7	1.6	0	0.8	-2	0.5	-1	2.5	0.2
Cc1nc(SCC(=O)Nc2cc(Cl)ccc2[N+](=O)[O-])nc(C)c1C	-1.0	1	-2.1	0.7	-1	-0.8	1	-0.5	-3	-0.7	2.1
CCOC(=O)CC1COCCN1C(=O)c1ccc2oc(Cc3ccccc3)nc2c1 (stereo unspecified)	-0.2	0	3.6	1.4	5	0.5	1	-0.2	1	1.7	3.8
CN(C)CCN1CCN(C2CN(C3CCCC3)S(=O)(=O)C2)CC1 (stereo unspecified)	-1.3	1	5.3	x	1	0.0	-2	-0.1	10	-0.4	x
CSc1nnc(-c2cc(Br)ccc2N=Cc2c(C)[nH]n(-c3ccccc3)c2=O)c(=O)[nH]1	-0.1	-6	1.1	-0.3	-3	0.0	-6	-0.2	3	2.4	-0.3
COc1ccc(/C=N/NC(=O)Cn2cc(C(F)(F)F)ccc2=O)cc1	-0.7	-2	-5.0	0.8	0	-0.2	1	0.2	2	-1.6	0.8
O=C(CN1CCN(S(=O)(=O)c2ccccc2)CC1)Nc1ccccc1Cl	-1.4	1	-1.3	-0.1	-1	-4.2	4	0.9	-13	-2.4	2.7
Cc1ccc(C(=O)/C=C\NCc2ccccc2)cc1	-1.4	1	0.9	-0.6	1	0.1	-5	-0.7	-34	0.3	4.0
c1ccc2[nH]c(-c3ccnc4ccccc34)nc2c1	-0.5&0.3	-1&-3	5.5&3.2	-0.5&1.6	11*!	1.0&1.3	-2&-4	4.7&2.3	7&1	6.7*!	9.4*!
O=c1cc(N2CCN(c3ccnc4cc(Cl)ccc34)CC2)[nH]c(=O)n1C1CCCCC1	-2.6	-7	-4.8	x	x	x	-6	x	-4	-5.3	x
O=C(Cn1cc(CCO)nn1)N1CCNCC1	-0.9	5	1.5	0.7	0	-0.2	2	0.2	10	-1.8	-0.4
Nc1cc(N2CCCC2)ccc1[N+](=O)[O-]	-0.7	-5	1.7	0.1	0	-0.2	-2	-0.8	4	2.4	2.5
Cc1ccc(Sc2c([N+](=O)[O-])ncn2C)cc1	-1.6	6	2.4	-0.9	1	-2.1	2	0.4	6	-0.3	1.4
N#Cc1ccc(-c2ccc(OCC(=O)NCCc3ccccc3)cc2)cc1	-0.7	-7	-1.9	0.2	-4	-0.7	3	-0.5	0	-0.3	4.2
COc1ccc(CS(=O)(=O)CC(C)(O)c2ccccc2)cc1 (stereo unspecified)	-1.0	6	-0.4	-0.2	-2	-0.2	-4	0.2	3	-0.5	3.1
O=C(Nc1ccc(Oc2ccccc2)nc1)C1CCCCN1Cc1cccc(OCCO)c1 (stereo unspecified)	-1.2	1	1.4	0.2	-1	-0.2	2	0.3	-7	1.1	1.9
CCn1ncc(CN2CCN(C(=O)Nc3ccccc3C(=O)OC)CC2)c1C	-1.0	3	0.3	2.4	0	-0.8	1	0.4	3	-1.5	-1.1
CCOC(=O)c1sc2nc3c(SCCC(=O)O)cc(C(=O)c4cc(OC)ccc4O)cn3c(=O)c2c1C	-1.4	15	4.7	-1.1	2	-0.6	-3	0.1	0	-1.1	4.1
COc1ccccc1CNC(=O)COc1cccnc1[N+](=O)[O-]	-0.7	3	-3.4	-0.5	-2	0.2	2	0.5	6	-1.5	-0.5
Cc1cccc(C)c1C(O)c1ncc(-c2cccc(F)c2)[nH]1 (stereo unspecified)	-1.3	2	0.6	x	0	-0.1	3	0.1	-7	0.8	2.8
CCc1nc(C)c(C(=O)N2CCCC(C(=O)Nc3cccc(-c4cccc(C)c4)c3)C2)o1 (stereo unspecified)	-1.1	1	1.1	-0.9	0	-4.0	2	0.0	-19	-1.8	4.7
O=C1N(c2ccccc2)CC2C(c3ccccc3)C(c3ccccc3)N3CCCC123 (stereo unspecified)	-1.7	-17	-1.8	x	-4	-2.5	-16	0.3	5	-3.1	x
CCc1ccc(-c2csc3ncn(CC)c(=O)c23)cc1	18*	1	-3.3	0.2	-2	0.1	1	-0.3	4	-1.2	2.0
COc1ccccc1-c1cc(C(=O)N/N=C/c2ccc(C)o2)c2ccccc2n1	-0.8	4	0.1	-0.1	1	-0.7	1	0.5	-10	0.8	0.3
CCOC(=O)c1sc(=NC(=O)COc2ccc(Cl)cc2)n(C)c1C	-1.0	-1	-1.1	0.2	0	0.2	2	0.4	-1	0.3	-0.9
CCCSc1nsc(SCCC)c1C#N	-1.4	-15	-1.1	0.9	0	-0.3	0	0.5	2	-1.1	0.6
Cn1c(SCC(=O)NNC(=O)c2ccccc2)nnc1C1CC1	-0.7	-2	-0.7	0.6	-2	0.7	2	0.0	2	-2.1	-1.3
CCC(CO)NCc1ccc(-c2ccccc2)cc1 (stereo unspecified)	-1.1	3	2.0	0.4	1	0.3	-4	-0.5	3	2.2	4.3
CCOC(=O)c1c(C)[nH]c(C(=O)COC(=O)/C=C/c2ccc3c(c2)OCO3)c1C	-1.2	-1	3.2	-0.4	-2	-1.1	5	-0.2	-2	-0.4	0.5

One compound at a time, from the list above. Order of screens: ssDAF-12 act, NPR2 activator, hgDAF-12 ag, DAX1 inh-1, SMARCA2 act, DAX1 inh-2, GC-A act, proKLK7 act, HGIII-sPLA2 inh, hcDAF-12 act, FXN GAA850 act
COc1ccccc1CNC(=O)COc1cccnc1[N+](=O)[O-] is listed as -0.7, 3, -3.4, -0.5, -2, 0.2, 2, 0.5, 6, -1.5, -0.5
O=C1N(c2ccccc2)CC2C(c3ccccc3)C(c3ccccc3)N3CCCC123 (stereo unspecified) is listed as -1.7, -17, -1.8, x, -4, -2.5, -16, 0.3, 5, -3.1, x

2 of the compounds above, bar-delimited:
SMILES | ssDAF-12 act | NPR2 activator | hgDAF-12 ag | DAX1 inh-1 | SMARCA2 act | DAX1 inh-2 | GC-A act | proKLK7 act | HGIII-sPLA2 inh | hcDAF-12 act | FXN GAA850 act
CCc1ccc(-c2csc3ncn(CC)c(=O)c23)cc1 | 18* | 1 | -3.3 | 0.2 | -2 | 0.1 | 1 | -0.3 | 4 | -1.2 | 2.0
COc1ccccc1-c1cc(C(=O)N/N=C/c2ccc(C)o2)c2ccccc2n1 | -0.8 | 4 | 0.1 | -0.1 | 1 | -0.7 | 1 | 0.5 | -10 | 0.8 | 0.3
